TRPC4 agonist: activators of mouse TRPC4 channel; HEK293 TRPC4beta/mu-opioid, Fluo4 calcium fluorescence; hits give high values; hit rate 0.49% among 310,000; AID 2237; B-score at 10 µM; Q9QUQ5;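 active = B-score above 5 SD of library B-scores, and initial fluorescence ratio not above library mean plus 5 SD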;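 also: positive B-score marks a calcium rise read as TRPC4 activation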
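Material: TRPC4beta and mu-opioid receptor HEK293 stable cells | Incubation: 45 min room-temperature Fluo4 loading, 110 s read | Detection: Kinetic Fluo4 calcium fluorescence | Measure: Integrated baseline-normalised fluorescence ratio, converted to per-well B score | Benchmarks: Low control buffer alone, high control maximal DAMGO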
TMEM16A inh: blocks the mouse calcium-activated chloride channel TMEM16A. Q8BHY3. AID 588511. HEK293 TMEM16A/YFP iodide influx fluorescence, ionomycin. hit rate 1.2% among 310,000. normalized B-score (activity score, 25-100; higher = stronger inhibition) at 10 µM;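 active = ratio plate-corrected score three or more library SD toward inhibition, starting fluorescence score within five deviations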;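 also: score derived from kinetic fluorescence span divided by baseline fluorescence per well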
RGS4 block: inhibitors of human RGS4 | P49798 | hit rate 0.45% among 310,000 | B-score at 10 µM | HEK293 M3R/RGS4 inducible, Fluo-4 calcium flux; hits give high values; triggered by carbachol at its EC20 | AID 463165;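 active = B-score, a plate-corrected calcium signal, over three deviations above library mean, with baseline fluorescence within five deviations of library mean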;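 also: RGS4 expression induced by doxycycline in cells with stable M3 receptor; B-score is computed from the integrated fluorescence ratio over baseline after carbachol; higher B-score means a larger calcium signal and so more RGS4 inhibition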
Target sequence (P49798 whole entry, looked up): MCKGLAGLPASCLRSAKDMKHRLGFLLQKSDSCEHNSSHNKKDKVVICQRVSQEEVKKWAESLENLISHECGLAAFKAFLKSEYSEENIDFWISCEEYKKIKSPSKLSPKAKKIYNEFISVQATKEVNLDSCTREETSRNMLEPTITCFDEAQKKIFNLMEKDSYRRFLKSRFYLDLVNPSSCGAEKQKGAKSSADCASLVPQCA
TRPC4 inh: blocks the mouse TRPC4 cation channel | Q9QUQ5 | HEK293 TRPC4beta/mu-opioid, DAMGO-evoked Fluo4 calcium flux; hits give low values | B-score at 10 µM | hit rate 0.39% among 300,000;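 active = B-score over 3 SD under the library average, no early fluorescence shift, positive overall ratio signal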
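Signal: kinetic Fluo4 fluorescence imaging of calcium influx. Material: stable TRPC4beta/mu-opioid receptor HEK293 cells. Probe or stimulus: DAMGO in two steps, submaximal then maximal.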
TRPC6 activator: activates the mouse TRPC6 cation channel | Q61143 | HEK293-TRPC6 membrane potential dye fluorescence; hits give high values | B-score at 10 µM | hit rate 0.13% among 310,000;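 active = B-score of the integrated fluorescence ratio above library mean plus 3 SD, and starting fluorescence ratio within library mean plus 5 SD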;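 also: higher score means more depolarization so channel activation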
Target sequence (Q61143 whole entry, looked up): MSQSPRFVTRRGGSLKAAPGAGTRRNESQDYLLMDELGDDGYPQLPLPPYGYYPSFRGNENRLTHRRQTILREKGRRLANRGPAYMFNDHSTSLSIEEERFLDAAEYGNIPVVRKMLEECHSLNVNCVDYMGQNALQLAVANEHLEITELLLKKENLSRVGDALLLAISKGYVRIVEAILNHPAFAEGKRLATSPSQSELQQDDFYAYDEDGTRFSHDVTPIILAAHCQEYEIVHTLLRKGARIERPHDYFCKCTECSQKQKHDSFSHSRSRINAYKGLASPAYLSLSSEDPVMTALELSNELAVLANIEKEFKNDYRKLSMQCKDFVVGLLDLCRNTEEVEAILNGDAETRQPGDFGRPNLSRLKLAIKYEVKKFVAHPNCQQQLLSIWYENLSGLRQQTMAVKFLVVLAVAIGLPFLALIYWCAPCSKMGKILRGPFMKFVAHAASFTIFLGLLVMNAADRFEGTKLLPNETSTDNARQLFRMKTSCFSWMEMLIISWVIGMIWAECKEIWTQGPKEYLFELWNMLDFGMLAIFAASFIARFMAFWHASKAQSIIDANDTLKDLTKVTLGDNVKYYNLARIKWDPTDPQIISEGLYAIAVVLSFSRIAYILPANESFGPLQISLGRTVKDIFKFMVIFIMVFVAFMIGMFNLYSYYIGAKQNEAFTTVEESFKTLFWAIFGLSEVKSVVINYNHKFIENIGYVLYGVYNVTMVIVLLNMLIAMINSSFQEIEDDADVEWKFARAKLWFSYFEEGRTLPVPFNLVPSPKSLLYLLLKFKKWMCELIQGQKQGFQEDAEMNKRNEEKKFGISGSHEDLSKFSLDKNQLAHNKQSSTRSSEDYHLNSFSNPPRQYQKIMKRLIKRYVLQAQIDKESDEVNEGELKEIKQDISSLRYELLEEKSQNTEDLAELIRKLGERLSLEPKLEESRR
MrgX1 PAM: human MrgX1 positive allosteric modulation, primary screen; Q96LB2; MrgX1-HEK293, Fluo-4 calcium flux, FDSS; hits give high values; B-score at 10 µM; hit rate 0.63% among 310,000;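 active = plate-corrected calcium response at least 3 library SD above typical, normal starting fluorescence, not activating the receptor alone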;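 also: compound read alongside a low EC10 to EC30 dose of BAM8-22 agonist; peak minus trough fluorescence over baseline measured at the second addition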
MrgX1 ag: agonists of human MrgX1 receptor; MrgX1-HEK293 cells, Fluo-4 calcium fluorescence, agonist mode; hits give high values; hit rate 0.44% among 310,000; B-score at 10 µM;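 active = calcium response B-score plate-corrected fluorescence ratio at least 3 library SD, with starting fluorescence B-score inside 5 SD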
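Material: MrgX1-expressing HEK293 cells / Dosing: compound as first of three additions / Incubation: overnight seeding, then 1 h dark dye loading / Signal: Fluo-4 NW calcium fluorescence / Evaluation: B-scored fluorescence response ratio / Benchmarks: positive and negative control wells on each plate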
TRPC4 potent: allosterically enhances the mouse TRPC4 cation channel; HEK293 TRPC4beta/mu-opioid, DAMGO EC20, Fluo-4 Ca2+ flux; hits give high values; B-score at 10 µM; hit rate 0.42% among 310,000; AID 2227; Q9QUQ5;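 active = B-score of calcium response area above 5 SD of library B-scores, with initial fluorescence ratio within 5 SD of library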;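 also: B-score of integrated fluorescence ratio over time as area under calcium response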
TRPC6 inh: blocks the mouse TRPC6 cation channel | Q61143 | HEK293-TRPC6, membrane potential dye, ACh-evoked depolarization; hits give low values | B-score at 10 µM | hit rate 1.1% among 310,000 | AID 2553;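 active = B-score under library mean minus 3 SD, initial fluorescence not abnormally high, positive integrated signal ratio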;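 also: B-score derived from integrated fluorescence ratio over the kinetic read; more negative B-score means stronger inhibition of depolarization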
ANO1 activ: activates or potentiates the mouse TMEM16A chloride channel. Q8BHY3. HEK293 TMEM16A/YFP-H148Q/I152L, iodide quench fluorescence; hits give low values. B-score at 10 µM. hit rate 0.3% among 340,000;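 active = fluorescence-ratio B-score plate-corrected deviation score at least 3 library SD below zero, with starting fluorescence score within 5 deviations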;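 also: channel opened by trigger with iodide after compound preincubation; score built on the fluorescence ratio of max minus min over baseline; more negative score means more quench and so TMEM16A activation or potentiation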
MrgX1 antagonist: antagonists of human MrgX1 receptor. Q96LB2. MRGX1-HEK293 calcium flux, Fluo-4, BAM8-22 antagonism; hits give low values. B-score at 10 µM. hit rate 1.3% among 310,000. AID 588676;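 active = calcium-response B-score plate-corrected more than 3 library SD below zero, starting fluorescence within 5 deviations, no agonist response on first addition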;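 also: peak minus trough fluorescence over baseline after final BAM8-22 challenge near maximal dose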
The depositor's hits bear a star; i = inactive; . = not tested or not shown. Rows are unselected; any-hit rate near 5.8%.

SMILES	TRPC4 agonist	TMEM16A inh	RGS4 block	TRPC4 inh	TRPC6 activator	MrgX1 PAM	MrgX1 ag	TRPC4 potent	TRPC6 inh	ANO1 activ	MrgX1 antagonist
Cc1c(C(=O)c2ccc(Br)cc2)c(=O)n(C)c(=O)n1C	i	i	i	i	i	i	i	i	i	i	i
Cc1nnc(SCC(=O)NCc2ccc3c(c2)OCO3)n1C	i	i	i	i	i	i	i	i	i	i	i
Cc1occc1C(=O)NNC(=S)NCc1ccccc1	i	i	i	i	i	i	i	i	i	i	i
CCOc1ccc(N2C(=O)CC(Sc3nc4ccc(OCC)cc4s3)C2=O)cc1 (configuration not stated)	i	i	i	i	i	i	i	i	i	i	i
CCN1CCN(CCC(=O)Nc2cc(OC)ccc2OC)CC1	i	i	i	i	i	i	i	i	i	i	i
CCn1cc(S(=O)(=O)NCc2ccc(OC)cc2)cn1	i	i	i	i	i	i	i	i	i	i	i
O=C(NCc1ccc(Cl)cc1)c1ccc(Cn2cc(C(F)(F)F)ccc2=O)cc1	i	i	i	i	i	i	i	i	i	i	i
O=C(NNC(=S)Nc1ccccc1)c1cc(-c2cccnc2)nc2ccccc12	i	i	i	i	i	i	i	i	i	i	i
O=C(COc1ccc([N+](=O)[O-])cc1)NNC(=O)Nc1ccc([N+](=O)[O-])cc1	i	i	i	i	i	i	i	i	i	i	i
c1cncc(CNCc2ccco2)c1	i	i	i	i	i	i	i	i	i	i	i
Cc1nc2ccccn2c1C(=O)NNC(=S)Nc1ccc(Cl)cc1	i	i	i	i	i	i	i	i	i	i	i
O=C(NCC1CCCN1S(=O)(=O)c1cccs1)c1cccc(Cl)c1 (configuration not stated)	i	i	i	i	i	i	i	i	i	i	i
CCN1C(=O)C(=Cc2cccc(OC)c2Oc2ccc([N+](=O)[O-])cc2[N+](=O)[O-])SC1=S	i	i	i	i	i	i	i	i	i	i	i
CCOc1ccc(NC(=O)CSc2ncn[nH]2)cc1	i	i	i	i	i	i	i	i	i	i	i
Cc1ccc(C(=O)COC(=O)CNC(=O)CN2C(=O)c3ccccc3C2=O)cc1	i	i	i	i	i	i	i	i	i	i	i
CC12CCC(C(=O)NCc3cccnc3)(OC1=O)C2(C)C (configuration not stated)	i	i	i	i	i	i	i	i	i	i	i
COC(=O)CSc1nc(C)cc(Oc2ccccc2)n1	i	i	i	i	i	i	i	i	i	i	i
COc1cccc(CNC(=O)C2CCCN(c3nn4c(=O)cc(C)nc4s3)C2)c1OC (configuration not stated)	i	i	i	i	i	i	i	i	i	i	i
O=C(Nc1ccccc1C(=O)N1CCOCC1)c1ccc(F)cc1	i	i	i	i	i	i	i	i	i	i	i
CCN(C(=O)CCC(=O)N(CC)c1ccccc1)c1ccccc1	i	i	i	i	i	i	i	i	i	i	i
C=CCOc1ccc(C2C(C(=O)c3ccc(C)o3)=C(O)C(=O)N2Cc2cccnc2)cc1 (configuration not stated)	i	i	i	i	i	i	i	i	i	i	i
CCOC(=O)CN1C(=O)C(C)(C)Oc2ccc(C(=O)Nc3ccccc3)cc21	i	i	i	i	i	i	i	i	i	i	i
Cn1c(CC(=O)Nc2ccccc2)cc2ccccc21	i	i	i	i	i	i	i	i	i	i	i
Cc1cc(C)c(S(=O)(=O)c2ccccc2C)c(SCC(C)C)n1	i	100*	i	i	i	i	i	i	i	i	i
CC(C(=O)OCc1nnc(-c2ccccc2)o1)N1C(=O)C2CCCCC2C1=O (configuration not stated)	i	i	i	i	i	i	i	i	i	i	i
Going on with the list:
SMILES	TRPC4 agonist	TMEM16A inh	RGS4 block	TRPC4 inh	TRPC6 activator	MrgX1 PAM	MrgX1 ag	TRPC4 potent	TRPC6 inh	ANO1 activ	MrgX1 antagonist
C[C@H]1O[C@@H](O[C@H]2[C@@H](O)C[C@H](O[C@H]3[C@@H](O)C[C@H](O[C@H]4CC[C@@]5(C)[C@H](CC[C@@H]6[C@@H]5C[C@@H](O)[C@]5(C)[C@@H](C7=CC(=O)OC7)CC[C@]65O)C4)O[C@@H]3C)O[C@@H]2C)C[C@H](O)[C@@H]1O	i	i	i	i	i	i	i	i	i	i	i
COc1ccc(Cl)cc1NC(=O)C(=O)NCc1ccncc1	i	i	i	i	i	i	i	i	i	i	i
CN1C[C@@H]2C(c3ccccc3)C3(c4ccc(C#N)cc4)CC2(C3)[C@H]1c1ccccc1 (some centres not stated)	i	i	i	i	i	i	i	i	i	i	i
COc1cc(CNCCO)cc(Cl)c1OCc1ccccc1Cl	i	i	i	i	i	i	i	i	i	i	i
CCC1(CC)Cc2ccccc2-c2nc(-c3ccccc3)oc(=O)c21	i	i	i	i	i	i	i	i	i	i	i
Cc1ccc(-c2ccc(=O)n(CCC(=O)N3CCN(Cc4ccccc4)CC3)n2)cc1	i	i	i	i	i	i	i	i	i	i	i
O=C(O)CCC(=O)N1CCc2cc(S(=O)(=O)NC3CCCC3)ccc21	i	i	i	i	i	i	i	i	i	i	i
COc1cccc(C2=NOC(C(=O)NCc3cccs3)C2)c1 (configuration not stated)	i	i	i	i	i	i	i	i	i	i	i
CCCCNc1c(N)n(CCC)c(=O)[nH]c1=O	i	i	i	i	i	i	i	i	i	i	i
C/C(=C\c1ccc(Cl)cc1)C(=O)c1c(C)cc(C)[nH]c1=O	i	i	i	i	i	i	i	i	i	i	i
CC(=O)Nc1ccc(N(CC(=O)NC2CCCCC2)C(=O)Cn2nnc(-c3ccccc3)n2)cc1	i	i	i	i	i	i	i	i	i	i	i
CCc1ccc2oc(=O)cc(CN3CCCCC3C)c2c1 (configuration not stated)	i	i	i	i	i	i	i	i	i	i	i
CCCNC(=O)COc1ncnc2sccc12	i	i	i	i	i	i	i	i	i	i	i
CCOc1ccccc1C(=O)NC(C(=O)Nc1cccc(S(N)(=O)=O)c1)C(C)C (configuration not stated)	i	i	i	i	i	i	i	i	i	i	i
COc1cccc(CN2CCN(CC(=O)NCCc3ccccc3)CC2)c1	i	i	i	i	i	i	i	i	i	i	i
COc1cc(-c2nc3c4ccccc4nc(=S)n3[nH]2)cc(OC)c1OC	i	i	i	i	i	i	i	i	i	i	i
Cc1ccccc1S(=O)(=O)Oc1ccc2ccc(O)cc2c1	i	i	i	i	i	i	i	i	i	i	i
O=C(O)CCN1CCc2ccccc21	i	i	i	i	i	i	i	i	i	i	i
COc1cc(-c2cc(N)n(S(=O)(=O)c3ccccc3)n2)cc(OC)c1OC	i	i	i	i	i	i	i	i	i	i	i
O=C(CCCC(=O)N(c1cccc(F)c1)C(C(=O)NC1CCCC1)c1ccc(O)cc1)Nc1ccccn1 (configuration not stated)	i	i	i	i	i	i	i	i	i	i	i
CN(C(=O)c1ccc(S(=O)(=O)N2CCCC2)cc1)C1CCS(=O)(=O)C1 (configuration not stated)	i	i	i	i	i	i	i	i	i	i	i
O=C(O)CCCNC(=O)CCn1nnc2ccccc2c1=O	i	i	i	i	i	i	i	i	i	i	i
COC(=O)c1ccc(COc2ccc(/C=N/N3CCN(C)CC3)cc2)cc1	i	i	i	i	i	i	i	i	i	i	i
COc1ccc(/C=C2/C(=N)N3C(=NC2=O)Sc2cc(S(C)(=O)=O)ccc23)cc1OC	i	i	i	i	i	37*	i	i	i	.	i
O=C1CCc2cc(S(=O)(=O)Nc3ccccc3F)cc3c2N1CCC3	i	i	i	i	i	i	i	i	i	i	i
Continuation:
SMILES	TRPC4 agonist	TMEM16A inh	RGS4 block	TRPC4 inh	TRPC6 activator	MrgX1 PAM	MrgX1 ag	TRPC4 potent	TRPC6 inh	ANO1 activ	MrgX1 antagonist
COc1ccc(NC(=O)CNCCC2=CCCCC2)cc1	i	i	i	i	i	i	i	i	i	i	i
Cc1ccc(NC(=S)N(N)CCO)cc1	i	i	i	i	i	i	i	i	i	i	i
COc1ccc(CCNC(=O)C2CCC(=O)N(CCc3ccc(OC)cc3)C2)cc1 (configuration not stated)	i	i	i	i	i	i	i	i	i	i	i
CN1C(=O)CC(N2CCC(C(N)=O)CC2)C1=O (configuration not stated)	i	i	i	.	i	i	i	i	i	i	i
CSc1ccccc1NC(=O)c1ccccc1N(Cc1ccccc1)S(C)(=O)=O	i	i	i	i	i	i	i	i	-5.2*	i	i
CCOc1cc(C(C(=O)NCC2CCCO2)N(C(=O)Cn2nnc3ccccc32)c2ccccc2C(C)=O)ccc1O (configuration not stated)	i	i	i	i	i	i	i	i	i	i	i
CCCNC(=O)c1ccc2c(=O)c(O)c(-c3ccc(OC)cc3)[nH]c2c1	i	i	i	.	i	i	i	i	i	i	i
O=C1CCCC2=C1C(c1ccc(Cl)cc1)n1c(s/c(=C\c3ccc4ccncc4c3)c1=O)=N2 (configuration not stated)	i	i	14*	i	i	i	i	i	i	i	i
O=C(NCCc1ccc(Cl)cc1)C1CCCN1C(=O)NCc1ccccc1 (configuration not stated)	i	i	i	i	i	i	i	i	i	i	i
Cc1ccnc(NC(=O)Cc2ccc(-c3ccccc3)cc2)c1	i	i	i	i	i	i	i	i	i	i	i
Cc1ccc(C(=O)NN2C(=O)/C(=C/c3cccn3C)SC2=S)cc1	i	i	i	i	i	i	i	i	i	i	i
N=c1sccn1CC(=O)Nc1ccccc1Oc1ccccc1	i	i	i	-6*	i	i	i	i	-5.1*	i	i
COc1cccc(NS(=O)(=O)c2c(C)cc(C)cc2C)c1	i	i	i	i	i	i	i	i	i	i	-5.2*
COCCCNC(=O)[C@H]1N2C(=O)c3ccccc3C2SC1(C)C (some centres not stated)	i	i	i	i	i	i	i	i	i	i	i
Cc1cc(C)n(-c2nc3ccccc3nc2Nc2ccc3c(c2)OCO3)n1	i	i	i	i	i	i	i	i	i	i	i
FC(F)(F)c1ccc2c(c1)[nH]c(=S)n2C1CC1	i	i	i	i	i	i	i	i	i	i	i

Gathered by group, the entries above with a nitro group on carbon
SMILES	TRPC4 agonist	TMEM16A inh	RGS4 block	TRPC4 inh	TRPC6 activator	MrgX1 PAM	MrgX1 ag	TRPC4 potent	TRPC6 inh	ANO1 activ	MrgX1 antagonist
O=C(COc1ccc([N+](=O)[O-])cc1)NNC(=O)Nc1ccc([N+](=O)[O-])cc1	i	i	i	i	i	i	i	i	i	i	i
CCN1C(=O)C(=Cc2cccc(OC)c2Oc2ccc([N+](=O)[O-])cc2[N+](=O)[O-])SC1=S	i	i	i	i	i	i	i	i	i	i	i

Screening data as filed in PubChem.
